Compound activity as filed in PubChem BioAssay.
CCHFV vOTU inh – blocks the CCHF virus ovarian tumor domain protease. CCHFV vOTU protease, Pep-AMC fluorescence. inhibition, % at 11.5 µM. hit rate 0.55% among 370,000. AID 651958; in the data active = inhibition above about 30%; note: 0% = vehicle wells with enzyme and 100% = no enzyme wells
PrPC surface inh – reduces human prion protein on the cell surface. cell surface PrPC, TR-FRET read-out. hit rate 0.43% among 370,000. P04156. inhibition, % at 13.8 µM; in the data active = inhibition above about 24%; note: 0% = median of the test wells and 100% = reference compound wells
BoNT-F LC inh – inhibitors of Botulinum neurotoxin F light chain protease; AID 588497; Multiplex microsphere protease cleavage assay, flow cytometry; inhibition, % at 10 µM; hit rate 0.22% among 360,000; in the data active = inhibition above about 35%, passing the limit was not always enough; inconclusive = no clear call, values can overlap the other calls; note: plate controls were buffer without enzyme for full effect and enzyme alone for no effect
FadD28 binding – M. tuberculosis FadD28 bisubstrate binding inhibition | FadD28 bisubstrate probe binding, fluorescence polarization | inhibition, % at 12.5 µM | hit rate 0.22% among 360,000 | AID 588549; in the data active = inhibition above about 8.5%, passing the limit was not always enough; inconclusive = no clear call, values can overlap the other calls
BoNT A protease – blocks Botulinum neurotoxin A light chain protease | hit rate 0.17% among 360,000 | inhibition, % at 10 µM | multiplex microsphere protease substrate cleavage, flow cytometry | AID 588499; note: plate controls were buffer without enzyme for full effect and enzyme alone for no effect
TcdB GH inh – inhibitors of Clostridioides difficile toxin B glycohydrolase | P18177 | TcdB glycohydrolase enzymatic assay, plate reader | inhibition, % at 9.99 µM | hit rate 0.24% among 350,000; in the data active = inhibition above about 10%
Yp Topo-I inh – blocks Yersinia pestis topoisomerase I activity; hit rate 0.064% among 360,000; activity, % at 10 µM; Y. pestis Topo-I cleavage product accumulation, plate reader; in the data active = activity above about 50%, passing the limit was not always enough; inconclusive = no clear call, values can overlap the other calls; note: inactives centre near 2
PfHsp40 rescue – rescue of PfHsp40-mediated yeast toxicity; S. cerevisiae expressing PfHsp40, growth rescue, ATP luminescence; growth rescue, % at 12.5 µM; hit rate 0.68% among 340,000; in the data active = growth rescue above about 28%, passing the limit was not always enough; inconclusive = no clear call, values can overlap the other calls;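 note: yeast W303a lacking pdr1 and pdr3 grown in galactose medium; growth measured after three days at 30 °C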
Anthrax LF inh2 – blocks Bacillus anthracis lethal factor protease | P15917 | multiplex microsphere protease cleavage assay, LF | inhibition, % at 10 µM | hit rate 0.12% among 360,000 | AID 588501; note: plate controls were buffer without enzyme for full effect and enzyme alone for no effect
Target sequence (P15917 whole entry, looked up): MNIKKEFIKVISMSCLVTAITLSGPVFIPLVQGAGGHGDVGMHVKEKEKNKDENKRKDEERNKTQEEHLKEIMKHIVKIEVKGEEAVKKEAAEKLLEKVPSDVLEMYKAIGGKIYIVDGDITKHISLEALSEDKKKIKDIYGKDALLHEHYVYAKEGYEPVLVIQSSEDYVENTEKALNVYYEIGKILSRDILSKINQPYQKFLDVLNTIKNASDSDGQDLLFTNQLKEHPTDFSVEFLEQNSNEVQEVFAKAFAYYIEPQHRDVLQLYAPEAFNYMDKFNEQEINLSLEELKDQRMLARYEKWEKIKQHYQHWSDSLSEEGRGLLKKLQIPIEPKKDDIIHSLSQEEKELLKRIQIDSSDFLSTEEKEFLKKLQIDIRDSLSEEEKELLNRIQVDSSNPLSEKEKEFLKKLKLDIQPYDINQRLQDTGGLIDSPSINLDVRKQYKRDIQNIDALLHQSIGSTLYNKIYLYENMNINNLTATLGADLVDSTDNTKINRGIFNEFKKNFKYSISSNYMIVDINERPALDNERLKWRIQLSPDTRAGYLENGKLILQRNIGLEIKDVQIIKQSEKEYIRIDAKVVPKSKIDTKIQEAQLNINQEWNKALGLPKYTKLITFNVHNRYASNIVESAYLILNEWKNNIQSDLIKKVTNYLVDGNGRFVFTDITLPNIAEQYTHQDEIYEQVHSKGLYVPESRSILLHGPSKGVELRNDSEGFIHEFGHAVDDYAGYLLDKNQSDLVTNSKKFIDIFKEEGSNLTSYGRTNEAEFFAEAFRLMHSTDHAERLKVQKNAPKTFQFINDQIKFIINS
An asterisk follows results filed as active; ? = inconclusive; . = not tested or not shown; & = joins results of further samples. Cut-off read from the data, not from the text of the source, unless noted: active = inhibition above about 30%; inconclusive = no clear call, values can overlap the other calls; inactive = below that. Not a hit list; overall some 2.3% were active at least once.

The opening 4 entries, to show the layout:
Each structure is followed by: CCHFV vOTU inh, PrPC surface inh, BoNT-F LC inh, FadD28 binding, BoNT A protease, TcdB GH inh, Yp Topo-I inh, PfHsp40 rescue, Anthrax LF inh2
[1] Cn1cccc1C(NC(=O)c1ccccc1)C(Cl)(Cl)Cl (stereo not given)
→ 5, 5, -35, -1.6, -3.9, 0.3, 6, 0.6, -2
[2] COCCNC(=O)c1cc(-c2ccccc2OC)on1
→ 1, -3, -7, -1.4, -0.9, 2.7, 2, 0.7, 2
[3] CCCCn1c(N)c(N(CC(C)C)C(=O)C2CCN(S(=O)(=O)c3ccccc3)CC2)c(=O)[nH]c1=O
→ -5, 1, -2, 0.2, -0.1, 0.3, 3, 0.0, -5
[4] Cc1cc(OCCCCCN2CCCC2)ccc1Cl
→ -1, -4, -9, 0.2, 0.1, 1.8, 2, 0.1, 2

The whole of this part (from the top)
Each structure is followed by: CCHFV vOTU inh, PrPC surface inh, BoNT-F LC inh, FadD28 binding, BoNT A protease, TcdB GH inh, Yp Topo-I inh, PfHsp40 rescue, Anthrax LF inh2
[1] Cn1cccc1C(NC(=O)c1ccccc1)C(Cl)(Cl)Cl (stereo not given)
→ 5, 5, -35, -1.6, -3.9, 0.3, 6, 0.6, -2
[2] COCCNC(=O)c1cc(-c2ccccc2OC)on1
→ 1, -3, -7, -1.4, -0.9, 2.7, 2, 0.7, 2
[3] CCCCn1c(N)c(N(CC(C)C)C(=O)C2CCN(S(=O)(=O)c3ccccc3)CC2)c(=O)[nH]c1=O
→ -5, 1, -2, 0.2, -0.1, 0.3, 3, 0.0, -5
[4] Cc1cc(OCCCCCN2CCCC2)ccc1Cl
→ -1, -4, -9, 0.2, 0.1, 1.8, 2, 0.1, 2
[5] CC(NC(=O)c1ccccc1)C(=O)OCn1nnc2ccccc2c1=O (stereo not given)
→ 0, -6, -5, -0.1, -0.1, -0.3, -1, 1.9, -12
[6] CCNc1nc(Sc2ccc(C)cc2)cc(C(F)(F)F)n1
→ -4, -1, -8, -2.3, -2.7, ., 17, -0.5, -6
[7] CC(=O)c1ccc(NC(=O)COC(=O)Cc2ccsc2)cc1
→ -8, 13, -4, 0.6, 0.1, 0.6, 11, 0.4, -3
[8] O=C(COc1ccc(F)cc1)NCC1(N2CCOCC2)CCCCC1
→ -4, -9, 9, -1.0, -0.2, 0.2, 5, 0.0, 4
[9] COc1cc([N+](=O)[O-])ccc1N/C=C/C(=O)c1cccs1
→ 7, -14, 18, -1.4, 13, ., -11, -0.6, 12
[10] COC(=O)c1ccc(CN2C(=O)c3ccccc3C2=O)o1
→ 5, 6, 6, -2.5, -0.2, 0.4, -10, -1.3, 1
[11] O=C(c1cc2cc(Br)cc(Br)c2oc1=O)N1CCOCC1
→ -7, 3, -1, -1.9, -0.6, 1.5, -3, -0.2, -6
[12] N#CCCn1cc(CNCc2ccccc2)c(-c2cccc([N+](=O)[O-])c2)n1
→ 0, -9, -12, -4.1, 0.3, 1.2, -7, -0.2, -11
[13] Cc1cc(OC2CCCCC2)nc(NCc2ccccc2)n1
→ -8, -5, -3, -3.2, -0.2, 0.8, -6, ., 0
[14] O=C(Nc1ccccc1)/C(=C/c1cccc(Br)c1)NC(=O)c1ccco1
→ -5, -5, -2, -1.9, -0.4, 0.8, -4, -0.8, -1
[15] Cc1nc2c(cnn2-c2ccccc2)c(=O)[nH]1
→ 4, 3, 9, -2.6, -0.9, 1.4, 3, 0.0, -6
[16] Cc1cc(C)n2cc(CSc3nncn3C)nc2n1
→ -13, 6, 0, 1.1, 0.9, 1.2, 3, -0.3, -11
[17] Cc1noc2ncnc(SCc3ccc(C(F)(F)F)cc3)c12
→ 2, 8, ?, -2.0, -0.3, 0.9, 12, ?, -12
[18] COc1ccccc1-c1cnc(C(O)c2ccc(F)c(F)c2)[nH]1 (stereo not given)
→ 10, 4, -4, -3.0, -0.4, 0.9, -3, ., -7
[19] O=C1CCN(S(=O)(=O)c2ccc(Cl)cc2)CCN1
→ -6, 2, -7, 1.1, -0.5, 1.5, -5, -0.8, -3
[20] c1ccc(N2CCN(c3ncnc4sc5c(c34)CCC5)CC2)cc1
→ 10, -8, -18, 1.3, 0.4, ., 30, 4.1, 0
[21] Cc1ccc(NS(=O)(=O)c2c(C(=O)N3CCCC3)c(C)n(C)c2C)cc1
→ 9, 2, 5, 0.9, 1.3, -0.5, 5, -0.7, -2
[22] Cc1ccccc1S(=O)(=O)N(C)C[C@@H]1OCc2cnnn2CCCC(=O)N([C@@H](C)CO)C[C@H]1C
→ 0, 0, -1, 0.1, -0.6, -0.8&-3.6, 0, ., 0
[23] O=C(OC1CCOC1=O)c1ccc(S(=O)(=O)N2CCCCCC2)cc1 (stereo not given)
→ 6, -5, 1, 0.3, -0.9, ., 6, -0.2, -1
[24] COc1ccc(OCC(O)CN2CCN(c3ncccn3)CC2)cc1 (stereo not given)
→ 7, -4, -8, -2.7, -0.1, 0.1, -1, -0.6, 0
[25] COCCCN1C(=O)/C(=C\c2ccc3c(c2)OCO3)C(C(=O)OC)=C1C
→ 4, -6, 1, -1.1, -0.5, 2.4, 13, -2.8, -3
[26] COc1ccc(C2(C(=O)c3ccccc3)C(=O)c3ccccc3C2=O)cc1
→ ., ., 7, -0.2, -5.0, ., -9, -0.2, -8
[27] COc1cc(C(CCN2CCOCC2)c2c(OC)cc(OC)c3c(C)cc(=O)oc23)cc(OC)c1OC (stereo not given)
→ 7, -3, 3, 0.1, 0.1, 0.7, 9, -0.2, 3
[28] CN1C(=O)C2(CCCCC2)C1c1ccccc1 (stereo not given)
→ 1, 6, -8, -1.0, 0.3, -0.5, 7, 0.2, 0
[29] Cn1cnnc1SCC(=O)NCCc1ccccc1
→ -3, 0, -6, 0.8, -3.4, ., -4, -0.6, -3
[30] O=C(CCSCCC(=O)Nc1c(F)c(F)c(F)c(F)c1F)Nc1c(F)c(F)c(F)c(F)c1F
→ 3, 3, -1, 0.6, -0.1, ., 6, -1.7, 0

More structures
Each structure is followed by: CCHFV vOTU inh, PrPC surface inh, BoNT-F LC inh, FadD28 binding, BoNT A protease, TcdB GH inh, Yp Topo-I inh, PfHsp40 rescue, Anthrax LF inh2
[31] CCOC(=O)C1C(=O)C(C(=O)OCC)C(c2cccnc2)NC1c1cccnc1 (stereo not given)
→ -16, 2, 4, -4.0, -0.3, ., 2, -1.7, 3
[32] CC1=C/C(=N\OS(=O)(=O)c2ccccc2)C(C)=CC1=O
→ ., ., 5, -1.1, 1.9, 0.7, -7, -7.0, -4
[33] COC(=O)Nc1ccc(S(=O)(=O)NC2CCS(=O)(=O)C2)cc1 (stereo not given)
→ 4, 3, -6, -1.2, 1.3, 2.5, -12, -2.2, -1
[34] CCC(O)c1cc2c(cc1NC(=O)c1cccs1)OCCO2 (stereo not given)
→ 0, -6, 6, -2.5, 0.6, ., -1, 0.7, 1
[35] CCc1ccc2[nH]c3nc(SCC(=O)NNC(=O)c4ccc(C(C)(C)C)cc4)nnc3c2c1
→ 1, 7, -4, -3.1, -0.1, ., 3, -0.5, 4
[36] Cc1ccc(C23CC4CC(CC(CN)(C4)C2)C3)cc1
→ -9, -3, -2, -2.6, 0.0, -0.9, -3, 0.6, -4
[37] O=C(COC(=O)c1ccccc1C(=O)c1ccccc1)Nc1cccc([N+](=O)[O-])c1
→ 5, -10, -2, -0.5, 0.2, 1.7, -1, 9.5, 0
[38] O=C(CCc1nnc2ccc(N3CCC4(CC3)OCCO4)nn12)NCc1ccccc1Cl
→ 10, -4, -15, -2.6, -6.6, -1.6, -6, 1.1, -3
[39] COC(=O)CSc1ccc2c(N)c(C(=O)OC)sc2c1
→ 9, -10, -2, -0.1, -0.3, ., -6, -0.2, -2
[40] COc1ccc(C(=O)NC(=O)COC(=O)C2COc3ccccc3O2)cc1 (stereo not given)
→ -4, 0, 16, 0.5, 1.6, ., 5, 0.0, 4
[41] Cc1cc(Br)cn2c(Cc3ccccc3)c(-c3cccc(Br)c3)nc12
→ 3, 11, 0, -2.8, 2.5, 0.8, ., ., 0
[42] O=C(CC(Cc1ccccc1)C(=O)O)Nc1ccc(F)cc1 (stereo not given)
→ 11, 3, ?, -2.6, -3.6, -4.3, -20, -0.8, 2
[43] CCCCn1c(C)cc(C)c(S(=O)(=O)c2ccccc2C)c1=O
→ 12, -8, -4, -2.1, -0.8, ., 59*, 2.0, -2
[44] COc1ccc(S(=O)(=O)NCc2ccccn2)c(Cl)c1Cl
→ -3, 4, 1, -1.0, 0.3, ., -8, -0.7, -5
[45] C/C(=N\NC(=O)Cc1ccccc1)c1cccnc1
→ -4, -8, ., -1.8, ., -1.2, -3, -0.1, .
[46] Oc1ccc(N=Nc2nccs2)c(O)c1
→ ., ., -16, 3.7, -0.2, ., -13, -0.8, -17
[47] Cc1ccsc1C(=O)NNC(=O)COc1ccc(Br)cc1
→ 2, 1, 3, -3.1, -0.5, 0.4, 6, -1.8, -4
[48] CCOC(=O)c1c(C)c(C(=O)N2CCCCCC2)c(C)n1C
→ 2, -1, 0, -2.0, -0.2, ., -4, -0.9, 2
[49] COCCNC(=O)/C(C#N)=C/c1ccc(C(=O)O)cc1
→ -3, 3, 0, -4.5, -0.8, 0.6, 5, -1.7, -3
[50] O=c1c2ccccc2ncn1Cc1nc2ccccc2s1
→ 3, 3, 1, 0.5, -0.7, ., -2, -0.7, -4
[51] Cc1cc(/C=C2/C(=O)NC(=O)N(Cc3ccco3)C2=O)c(C)n1-c1ccccc1
→ -3, 9, -15, 2.0, -0.9, ., 22, 1.3, -3
[52] COc1ccc(NS(=O)(=O)c2ccc(-n3cnnn3)cc2)cc1OC
→ -8, 13, 6, 0.6, 0.7, 1.3, -13, 1.3, -3
[53] Cc1ccc(NC(=O)COc2cccc(/C=C3\SC(=S)N(CCC(=O)O)C3=O)c2)cc1Cl
→ 0, -4, -4, -0.6, -1.1, -0.7, 4, 0.3, -4
[54] CC(=O)c1cccc(NC(=O)c2cc(-c3ccncc3)nc3ccccc23)c1
→ 8, -1, -19, -3.0, 2.7, 0.7, 1, 0.4, -18
[55] COC(=O)c1ccc(COC(=O)c2cccnc2Cl)cc1
→ -13, 4, 1, -0.6, 1.5, 0.0, 10, -0.5, -1
[56] COc1ccc(-c2nc(CS(=O)CC(=O)N3CCCC3)c(C)o2)cc1 (stereo not given)
→ -7, 7, -4, -1.3, -0.3, 0.1, 4, 0.3, 0
[57] COc1ccccc1C(=O)Nc1ccccc1N1CCCCC1
→ -5, 0, 10, 1.1, -0.5, 0.6, 4, 3.7, 4
[58] Cc1cccc(Nc2nc(N)nc(CN3CCN(c4ccccc4)CC3)n2)c1
→ -5, 1, -5, -2.5, ?, ., -10, 1.0, -3
[59] COc1cc2c(cc1OC)C(C1C(=O)CCCC1=O)N(C(=O)CCl)CC2 (stereo not given)
→ -66, 0, 4, -3.0, 0.0, 0.7, -8, -1.6, 0
[60] COc1ccc(NC(=O)CSc2sc3c(O)cc(=O)[nH]c3c2C#N)c(OC)c1
→ 19, 13, -20, -0.2, -3.1, 0.6, -1, 2.8, -5
[61] Cc1ccc(N(CCC#N)C(=O)COC(=O)c2ccccn2)cc1
→ -4, -1, ., 1.3, ., 1.1, 5, 0.8, .
[62] O=C(CCNS(=O)(=O)c1ccc(F)c(Cl)c1)NCc1ccccc1F
→ -11, 4, 2, 0.3, 0.2, 1.7, 9, 0.7, -4
